# High-throughput results: PubChem, National Center for Advancing Translational Sciences (NCATS)
# TSG101-PTAP inh – blocks PTAP/TSG101 interaction to inhibit HIV-1 budding; Potency, µM (series often up to 115 µM), for inactives: at the highest dose activity change, negative = inhibition, most hits filed as inhibitors; AID 493005; Q99816; 340,000 tested, under 10 active; Fluorescence polarization, FITC-PTAP peptide / Tsg101 binding; active means well fitted inhibition curve with a large enough effect in the main read-out, with a control signal flat, not every such curve was filed as active; inconclusive means small, poorly fitted or top-dose-only effect, or effect the other way, or a change in a side signal; inactive means no such curve, though single readings can be large or run the other way; further: potency means the concentration at half of the fitted maximal effect; % of control where 0% means no effect
#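 Compounds were pin-transferred onto Tsg101 binding domain (10 uM final) in HEPES pH 7.5 buffer, then FITC-PTAP peptide was added at 50 nM final. After 20 min at RT, polarization reported peptide displacement across a qHTS concentration series.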
# ASM inhibitor – blocks human secretory acid sphingomyelinase; P17405; placental ASM, HMU-PC fluorogenic substrate, 60 min; Potency, µM (highest dose often 57.5 µM), for inactives: at the highest dose activity change, negative = inhibition, hits mostly inhibitors; 0.006% of 340,000 active; AID 504937; further: potency means the concentration at half of the fitted maximal effect
#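 Human placenta-derived ASM enzyme was preincubated with compound for 10 minutes at room temperature, then given fluorogenic substrate HMU-PC0 (9 uM final) for 60 minutes at 37 °C; a pH 10 stop preceded fluorescence reading at Ex 386/Em 447 nm.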
# TSHR antag – antagonists of human thyroid stimulating hormone receptor | TSHR-expressing cells, TSH-stimulated cAMP HTRF, 2 h; active compounds read low | activity change, negative = inhibition, % at 11.5 µM | 0.2% of 330,000 active | AID 504810;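 active means activity change below a set negative limit, meaning inhibition stronger than a set level, cut at about -70% in these data; inconclusive means activity change between two set negative limits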; further: on the % scale 0 is the no-effect control and ±100 the full control effect
#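 Freshly harvested TSHR cells receive pin-tooled compound, then EC80 TSH at 4nM final. After 2 hours at 37 deg C, antibody in lysis buffer and cAMP-d2 are added; 30 minutes at ambient temperature precede the HTRF read.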
# Mito fusion act – blocks mitochondrial division or promotes mitochondrial fusion. Potency, µM (highest dose often 46.1 µM), without a hit: at the top dose growth rescue (activation), most hits filed as activators. AID 485298. S. cerevisiae fusion-defective mutant growth rescue, CellTiterGlo 48 h. 0.23% of 320,000 active;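 further: potency means the concentration at half of the fitted maximal effect; % of control where 0% means no effect; nearly all actives have a fitted effect of over 45% in size; temperature-sensitive fusion mutants such as fzo1-1 at 37 °C on non-fermentable ethanol glycerol medium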
#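 Luminescent cell viability in 1536-well qHTS format served as the measure of rescued growth in ts fusion-mutant S. cerevisiae cultured on non-fermentable YPEG for 48 hours at 37C.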
# MBNL1 CUG block – MBNL1-poly(CUG) RNA binding inhibition | Q9NR56 | TR-FRET MBNL1-His/biotin-(CUG)12 binding, 665/545 ratio | Potency, µM (top dose mostly 57.5 µM), for the others: at the highest dose activity change, negative = inhibition, hits mostly inhibitors | 0.036% of 280,000 active; active means well fitted inhibition curve with a large enough effect in the signal ratio, with a control signal flat, not every such curve was filed as active; inconclusive means small, poorly fitted or top-dose-only effect, or effect the other way, or a change in a side signal; inactive means no such curve, though single readings can be large or run the other way; the % refers to the signal ratio; further: potency means the concentration at half of the fitted maximal effect; on the % scale 0 is the no-effect control and ±100 the full control effect
# Target sequence (Q9NR56 whole entry, looked up): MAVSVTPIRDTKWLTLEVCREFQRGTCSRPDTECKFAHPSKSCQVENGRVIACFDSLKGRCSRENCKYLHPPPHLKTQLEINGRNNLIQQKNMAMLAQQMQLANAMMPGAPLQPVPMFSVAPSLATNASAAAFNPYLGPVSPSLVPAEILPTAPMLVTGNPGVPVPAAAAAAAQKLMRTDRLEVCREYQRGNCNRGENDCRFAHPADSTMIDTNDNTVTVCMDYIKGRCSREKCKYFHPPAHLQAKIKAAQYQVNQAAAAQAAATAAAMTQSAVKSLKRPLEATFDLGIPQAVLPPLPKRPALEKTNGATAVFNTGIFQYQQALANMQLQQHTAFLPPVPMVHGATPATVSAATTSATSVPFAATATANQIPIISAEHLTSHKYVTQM
#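 His-tagged MBNL1 binding to biotinylated (CUG)12 RNA was measured by TR-FRET using terbium anti-His antibody (0.055 ng/ul final) and streptavidin-XL665 (5 nM final). Compounds were titrated 92 nM to 58 uM; 60 min at room temperature.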
# Menin MLL FP TR – inhibitors of human menin-MLL interaction, mutant MLL peptide. O00255. Potency, µM (highest dose often 61.6 µM), for the others: top-dose FP activity change, negative = inhibition, usual class: inhibitors. Menin + Texas Red MLL mutant peptide, fluorescence polarization. AID 1768. 0.23% of 270,000 active; active means well fitted inhibition curve with a large enough effect in the polarisation, with a control signal flat, not every such curve was filed as active; inconclusive means small, poorly fitted or top-dose-only effect, or effect the other way, or a change in a side signal; inactive means no such curve, though single readings can be large or run the other way; the % refers to the polarisation; further: potency means the concentration at half of the fitted maximal effect; % of control where 0% means no effect; many of its hits are not listed in these tables
# Target sequence (O00255 whole entry, looked up): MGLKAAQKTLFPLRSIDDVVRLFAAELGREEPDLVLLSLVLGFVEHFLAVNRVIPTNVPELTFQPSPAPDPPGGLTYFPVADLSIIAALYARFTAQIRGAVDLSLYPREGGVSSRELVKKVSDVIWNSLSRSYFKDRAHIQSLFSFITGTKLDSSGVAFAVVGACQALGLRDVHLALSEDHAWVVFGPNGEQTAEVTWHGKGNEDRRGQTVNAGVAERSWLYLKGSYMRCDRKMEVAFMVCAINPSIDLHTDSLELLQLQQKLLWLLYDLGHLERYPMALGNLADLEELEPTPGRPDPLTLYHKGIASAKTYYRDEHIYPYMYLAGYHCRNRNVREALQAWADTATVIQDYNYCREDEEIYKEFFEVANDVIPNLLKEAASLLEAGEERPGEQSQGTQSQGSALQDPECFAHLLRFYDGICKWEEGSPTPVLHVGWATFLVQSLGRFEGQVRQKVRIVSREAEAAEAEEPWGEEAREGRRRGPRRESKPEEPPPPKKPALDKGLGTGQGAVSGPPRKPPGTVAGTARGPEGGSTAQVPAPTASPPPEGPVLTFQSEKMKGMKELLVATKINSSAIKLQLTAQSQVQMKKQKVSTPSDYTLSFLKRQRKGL
# TCR act – activates T cell receptor signaling; 330,000 tested, under 10 active; primary human leukocytes, anti-CD3, IL-2 HTRF, 48 h; Potency, µM (series often up to 9.22 µM), inactives show top-dose activation of IL-2 secretion, actives largely listed as activators; AID 504894; further: % of control where 0% means no effect
#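 Primary human leukocytes were stimulated with a-CD3 beads plus compounds for 48 hr without co-stimulation; secreted IL-2 was quantified by HTRF using a-IL-2-K (europium cryptate) and a-IL-2-d2, excited at 320nm with acceptor emission read at 665nm.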
# AT treatment – potential ataxia-telangiectasia treatment; Potency, µM (highest dose often 57.5 µM), without a hit: top-dose activation, usual class: activators; AID 485349; […] A-T fibroblasts, KAP-1 phosphorylation AlphaLISA; neocarzinostatin DNA damage 30 min before lysis; 0.19% of 320,000 active; further: potency means the concentration at half of the fitted maximal effect; % of control where 0% means no effect; nearly all actives have a fitted effect of over 45% in size
#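 hTERT-immortalized A-T patient fibroblasts ([…]), 500 cells/well in OPTI-MEM, 1% FBS, got compounds for 60 min, then NCS for 30 min at 37C. Lysates were then assayed for phospho-KAP-1 by AlphaLISA (anti-pKAP1 donor, anti-KAP1 acceptor beads), 6 hr at 25C.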
# MLL CXXC-DNA inh – inhibitors of human MLL CXXC domain-DNA interaction. 0.037% of 290,000 active. Potency, µM (top dose mostly 115 µM), for the others: at the highest dose activity change, negative = inhibition, actives largely listed as inhibitors. AID 2662. MLL-CXXC / FITC-HOXA9 DNA fluorescence polarization; active means well fitted inhibition curve with a large enough effect in the polarisation, with a control signal flat, not every such curve was filed as active; inconclusive means small, poorly fitted or top-dose-only effect, or effect the other way, or a change in a side signal; inactive means no such curve, though single readings can be large or run the other way; the % refers to the polarisation; further: potency means the concentration at half of the fitted maximal effect
#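 Steps: dispense CXXC domain solution (7 uM) → pin compounds or unlabeled HOX-A9 DNA control → 5 min ambient → add FLSN-HOX-A9 solution (50 nM) → spin → 30 min ambient → fluorescence polarization. Tris pH 7.5/NaCl/DTT/BSA buffer.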
# a7 integrin act – activators of alpha7 integrin expression for muscular dystrophy; Potency, µM (top dose mostly 38.3 µM), without a hit: top-dose activation, hits mostly activators; AID 624291; 0.064% of 350,000 active; alpha7betagal myoblasts, beta-gal FDG fluorescence, 48 h;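 further: potency means the concentration at half of the fitted maximal effect; 100% = response of the positive control SU9516; nearly all actives have a fitted effect of over 60% in size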
#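 Alpha7betagal+/- myoblasts (passage 13) were plated 16-24 hr, then exposed to compounds (1:260 dilution of DMSO stock) for 48 hours at 37C. After MPER lysis, β-galactosidase reporter activity was read as FDG fluorescence (ex 480/em 540) after 30 minutes.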
# * marks the source's active call; other numbers are inactive results; ? = inconclusive; / = no result given; & = joins results of further samples; [ ] = dose if it differs, or a comment. Unless noted, the call rests on the fitted dose curve; in most records, active means well fitted curve in the direction sought with a large enough effect; inconclusive means small, poorly fitted or top-dose-only effect, or another doubt; inactive means no such curve, though single readings can be large; an effect the other way counts as inactive or inconclusive. These rows are one share of the data; the hit share may differ from the screen's.
SMILES,TSG101-PTAP inh,ASM inhibitor,TSHR antag,Mito fusion act,MBNL1 CUG block,Menin MLL FP TR,TCR act,AT treatment,MLL CXXC-DNA inh,a7 integrin act
COC(=O)c1ccc(S(=O)(=O)N2CCCN(Cc3ccccc3)CC2)n1C,-2%,1%,-4,-5%,-3%,/,0%,-2%,3%,-3%
c1ccc(CN2CCN(c3nc(N4CCOCC4)c4ccccc4n3)CC2)cc1,-1%,43%[activator],/,/,/,/,-1%,/,/,-8%
CN(C)CCNC(=O)c1onc(CSc2nc3ccccc3[nH]2)c1C(=O)NCCN(C)C,0%,54%,11,-1%,3%,-14%,6%,-5%,-10%,10%
O=C(NCc1cn2ccsc2n1)Nc1cccc(Cl)c1,-3%,0%,5,2%,-4%,-3%,0%,8%,14%,19%
COc1cccc(CNC(=O)C(CCSC)NS(=O)(=O)c2ccc3c(c2)oc(=O)n3C)c1 (configuration not stated),-7%,-1%,2,-2%,?,-14%,-7%,-2%,12%,-19%
COC(=O)c1ccc(NC(=O)CSc2ccccc2)cc1,0%,-1%,-4,2%,0%,14%,5%[46.1 µM],7%,-2%,12%
CC(=O)Nc1ccc(OCC(=O)c2ccc(C)cc2C)cc1,-4%,-1%,-1,1%,?,/,-5%,0%,15%,1%
COCCCNC(=O)CCCN1C(=O)c2cccnc2Sc2ccccc21,-3%,2%,29,8%,-11%,-21%,-3%,13%,19%,-1%
O=C(NCCc1ccccc1)c1cc(-c2ccc3c(c2)OCO3)on1,-8%,0%,21,3%,13%,15%,5%,-7%,0%,6%
COc1ccc2c(c1OC)C(=O)N1c3ccccc3SC21 (configuration not stated),-8%,2%,7,0%,6%,13%,9%,2%,-10%,5%
COC(=O)c1ccc(CN2C(=O)C3CCCCC3C2=O)o1 (configuration not stated),-2%,7%,41,14%,15%,9%,-2%,-3%,-24%,15%
COc1ccc(S(=O)(=O)Cc2ccc(C(=O)NCc3ccccc3)o2)cc1,-7%,2%,-4,0%,1%,8%,2%,-5%,-6%,?
CC1=C(C(=O)OC(C)C)C(c2ccc(O)cc2)NC(=O)N1 (configuration not stated),2%,2%,-17,2%,4%,3%,0%,-4%,-3%,-12%
COc1ccc(NC(=O)COC(=O)CCCOc2ccc(Cl)cc2Cl)cc1Cl,4%,-13%,-3,-1%,/,?,0%[46.1 µM],-2%,-6%,11%
COC(=O)CCN1CCC(C(N)=O)CC1,-7%,5%,11,-1%,3%,-14%,-1%,2%,-1%,3%
CC1Cc2ccccc2N1C(=O)CSc1ncccc1C(=O)O (configuration not stated),2%,3%,0,7%,-4%,-2%,/,-2%,-9%,-11%
CC(=O)Nc1cccc(C(=O)N2CCN(S(=O)(=O)c3ccc4ccccc4c3)CC2)c1,-3%,-1%,-8,3%,2%,-18%,9%,2%,-3%,?
COc1ccc(C2(C)NC(=O)N(CC(=O)Nc3ccc4c(c3)OCO4)C2=O)cc1OC (configuration not stated),-2%,2%,-12,0%,-12%,3%,7%,5%,0%,7%
Cc1ccccc1-n1c(C)nnc1SCC(=O)NC1CCCc2ccccc21 (configuration not stated),0%,7%,-5,-1%,-6%,-6%,-1%[46.1 µM],4%,-6%,21%
O=C(CS(=O)(=O)c1ccccc1)Nc1nc2ccccc2s1,-7%,-5%,-1,3%,-11%,-30%,1%,-4%,-5%,-18%
N[C@@H](Cc1ccc(O)cc1)c1nnc([C@H](CC(=O)O)NC(=O)C2CCNCC2)o1,0%,3%,3,-3%,0%,16%,-2%,-5%,-7%,9%
CC(=O)c1ccc(NC(=O)C2=CC(c3ccco3)=NS(=O)(=O)N2C)cc1,3%,-5%,-7,-4%,?,?,7%,4%,2%,-17%
N#CC1=C(SCC(N)=O)NC2=C(C(=O)c3ccccc32)C1c1ccc(Cl)cc1 (configuration not stated),-6%,-2%,-18,9%,17%,?,10%,12%,?,-21%
CC1CC1C(=O)OCC(=O)NCc1ccccc1 (configuration not stated),-4%,4%,/,/,/,/,0%,3%,/,10%
CN(Cc1ccc(C(C)(C)C)cc1)C(=O)Cc1ccc(S(=O)(=O)N2CCOCC2)s1,3%,-2%,-21,14%,/,/,/,-6%,/,-23%

# Quoted from the entries so far for reference:
SMILES,TSG101-PTAP inh,ASM inhibitor,TSHR antag,Mito fusion act,MBNL1 CUG block,Menin MLL FP TR,TCR act,AT treatment,MLL CXXC-DNA inh,a7 integrin act
CN(C)CCNC(=O)c1onc(CSc2nc3ccccc3[nH]2)c1C(=O)NCCN(C)C,0%,54%,11,-1%,3%,-14%,6%,-5%,-10%,10%
O=C(NCc1cn2ccsc2n1)Nc1cccc(Cl)c1,-3%,0%,5,2%,-4%,-3%,0%,8%,14%,19%
COc1cccc(CNC(=O)C(CCSC)NS(=O)(=O)c2ccc3c(c2)oc(=O)n3C)c1 (configuration not stated),-7%,-1%,2,-2%,?,-14%,-7%,-2%,12%,-19%
COC(=O)c1ccc(NC(=O)CSc2ccccc2)cc1,0%,-1%,-4,2%,0%,14%,5%[46.1 µM],7%,-2%,12%

# Only Menin MLL FP TR, ASM inhibitor and a7 integrin act, for some of the entries so far:
canonical_smiles | Menin MLL FP TR | ASM inhibitor | a7 integrin act
COc1ccc(NC(=O)COC(=O)CCCOc2ccc(Cl)cc2Cl)cc1Cl | ? | -13% | 11%
COc1ccc(C2(C)NC(=O)N(CC(=O)Nc3ccc4c(c3)OCO4)C2=O)cc1OC (configuration not stated) | 3% | 2% | 7%

# (more compounds)
SMILES,TSG101-PTAP inh,ASM inhibitor,TSHR antag,Mito fusion act,MBNL1 CUG block,Menin MLL FP TR,TCR act,AT treatment,MLL CXXC-DNA inh,a7 integrin act
O=C(NCc1cccnc1)/C(=C/c1ccc(-c2cccc(C(F)(F)F)c2)o1)NC(=O)c1ccccc1,-1%,29%,-12,-2%,10%,-17%,6%,-4%,8%,10%
O=C(Nc1ccc(Cl)c(Cl)c1)OCCNC(=O)c1ccncc1,-1%,-3%,-6,0%,4%,4%,0%,1%,29%,-12%
CCc1ccccc1N(C)C(=O)CCc1nc(-c2ccc(C)cc2)no1,2%,-7%,19,-2%,-13%,-6%,2%,16%,15%,7%
Cc1cc(C)n2ncc(C(=O)NCc3ccccc3)c2n1,-2%,1%,13,3%,-3%,-13%,-13%,-2%,5%,15%
Cc1ccc(-n2c(SCC(N)=O)nnc2-c2cccnc2)c(C)c1,-13%,1%,5,1%,-9%,-10%,10%,10%,2%,12%
COc1ccccc1O,0%,3%,2,-2%,-2%,-17%&-1%,-7%,-3%,0%&4%,/
O=C1OCC/C1=C\c1ccccc1,-1%,3%,4,-5%,?,2%,/,-1%,1%,12%
Cn1cnnc1SCC(=O)NNC(=O)COc1ccc(Cl)cc1,-5%,6%,-15,?,-1%,3%,-2%,-6%,4%,-6%
C[C@@H]1NS(=O)(=O)[C@H]2C[C@@H]3C=C[C@]2(O3)[C@H]1OC(=O)Nc1ccc(C(F)(F)F)cc1[N+](=O)[O-],3%,1%,-17,-3%,/,/,1%,-5%,/,-4%
COc1ccc(C(NC(=O)/C=C/c2ccco2)c2ccc(OC)c(OC)c2)cc1OC,-3%,-2%,16,-6%,3%,-4%,-3%[46.1 µM],-1%,-4%,-23%
CC(=O)c1cccc(NC(=O)N2CCCC2C(=O)Nc2cccc(C)c2C)c1 (configuration not stated),-3%,4%,4,1%,-2%,1%,-2%,3%,-6%,?
